C diff HTS: C. difficile growth inhibitors, primary screen, HTS; Clostridium difficile clinical isolate growth, OD600, 24 h; stronger effect = lower value; actives 0.25% (n = 86,000); AID 1259249, 2017; growth activity, negative = inhibition, % at 16 µg/mL (by protocol);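 active = mean growth activity at or below -80% and every replicate also at or below -80%; inconclusive = mean at or below -80% but some replicate above -80%; inactive = mean growth activity above -80%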;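 note: 0% = DMSO wells and -100% = levofloxacin 16 µg/mL wells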
Tcruzi prolif: T. cruzi intracellular proliferation inhibitors, primary screen, cell-based, beta-gal Tulahuen parasites, NIH3T3 host, luminescence. T. cruzi beta-gal in NIH3T3, GalScreen luminescence, 90 h. inhibition, % at 8.34 µM. actives 5.9% (n = 77,000);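 active = mean inhibition above about 93%, with at least 55% of replicates each passing it, limit read from the data, passing the limit was not always enough; inconclusive = only one of those two conditions holds; inactive = neither condition holds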
KDM4C inh: inhibitors of GASC-1 (KDM4C) histone demethylase, primary screen, biochemical, single concentration HTS. GST-KDM4C 2-372, H3K9me3 peptide, LANCE TR-FRET. inhibition, % at 12.5 µM. actives 0.15% (n = 96,000);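 active = mean replicate inhibition above about 25%, with at least 55% of replicates also reaching it, limit read from the data, passing the limit was not always enough; inconclusive = only one of those two conditions met; inactive = neither condition met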
Target sequence (Q9H3R0 2-372 limits assumed): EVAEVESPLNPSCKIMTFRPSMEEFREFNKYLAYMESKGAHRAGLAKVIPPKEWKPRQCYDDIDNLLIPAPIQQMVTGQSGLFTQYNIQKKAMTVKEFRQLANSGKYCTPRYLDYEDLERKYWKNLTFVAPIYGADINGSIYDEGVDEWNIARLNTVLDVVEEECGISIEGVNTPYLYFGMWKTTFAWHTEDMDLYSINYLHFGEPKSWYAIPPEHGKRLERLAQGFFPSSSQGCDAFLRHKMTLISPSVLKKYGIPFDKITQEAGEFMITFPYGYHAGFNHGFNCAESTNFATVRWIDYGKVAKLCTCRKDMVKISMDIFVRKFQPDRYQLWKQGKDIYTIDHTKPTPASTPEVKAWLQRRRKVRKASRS
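Test system: N-terminal GST-fused human GASC-1 (KDM4C) fragment, residues 2-372; quantity: GASC-1 enzyme at 10 nM final in reaction; dosing: single dose; schedule: 30 min demethylation and 1 h detection at room temperature; signal: LANCE TR-FRET, excitation 340 nm, emissions 618 and 671 nm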
Pf Dd2 inh: P. falciparum Dd2 growth inhibitors, primary screen, SYBR Green fluorescence, single dose replicates | 72 h; stronger effect = lower value | activity change, % at 10 µM | actives 2.3% (n = 94,000) | AID 1159554, 2015; in the data active = activity change below about -80%; inconclusive = no clear call, values can overlap the other calls
* = called active by the depositor; ? = inconclusive; . = no result given; & = joins results of further samples.

cpd	canonical_smiles	C diff HTS	Tcruzi prolif
1	O=C(N[C@@H]1CC[C@@H](CCn2cc(-c3ccccc3)nn2)O[C@@H]1CO)c1ccccc1F	-3	15
2	O=C(Cc1ccncc1)NCC[C@@H]1CC[C@@H](NC(=O)C2CCCC2)[C@H](CO)O1	-1	.
3	Cc1noc(C)c1S(=O)(=O)Nc1ccc2c(c1)C(=O)N([C@@H](C)CO)C[C@H](C)[C@@H](CN(C)S(=O)(=O)c1ccc(F)cc1)OCCCC[C@H](C)O2	-1	.
4	C[C@@H]1CN([C@H](C)CO)C(=O)CCCn2cc(nn2)CO[C@H]1CN(C)Cc1cccnc1	.	6
5	CCCc1cn(CC[C@H]2CC[C@@H](NC(=O)Cc3cccnc3)[C@H](CO)O2)nn1	-8	-37
6	O=C(Nc1cccc(F)c1)N1C[C@@H]2[C@H](c3ccccc31)[C@H](CO)N2C(=O)c1ccccn1	4	23
7	C[C@@H]1CCCCO[C@H](CN(C)S(=O)(=O)c2cn(C)cn2)[C@H](C)CN([C@@H](C)CO)C(=O)c2cc(NC(=O)NC3CCCCC3)ccc2O1	-4	25
8	C[C@H](CO)N1C[C@H](C)[C@@H](CN(C)S(=O)(=O)c2ccc(C#N)cc2)OCc2ccccc2-c2c(n(C)c3ccccc23)C1=O	.	?
9	CCCN(C)C[C@H]1Oc2ncc(-c3cccc(C#N)c3)cc2C(=O)N([C@H](C)CO)C[C@@H]1C	-3	27
10	COCCNC[C@@H]1[C@@H](c2ccccc2)[C@@H](CO)N1c1nc(C)c(C)s1	-3	87
11	O=C(Cc1ccccn1)NCC[C@H]1CC[C@@H](NS(=O)(=O)c2ccccc2)[C@H](CO)O1	-4	43
12	CO[C@@H]1CN(C)C(=O)c2cc(NC(=O)c3cc(C)on3)ccc2OC[C@H](C)N(C(C)=O)C[C@@H]1C	-1	-33
13	COc1ccc(CN(C)C[C@@H]2OCCCC[C@H](C)Oc3ccc(NS(=O)(=O)c4ccc(F)cc4)cc3C(=O)N([C@H](C)CO)C[C@@H]2C)cc1	3	62
14	CN1c2ccc(-c3ccccc3)cc2[C@H]2[C@H](CCN2C(=O)CC2CC2)[C@@H]1CO	-5	54
15	CC1C=NC(S(=O)(=O)N2CC[C@H]3[C@@H](CO)N(C)c4ccc(-c5cccc(F)c5)cc4[C@H]32)=N1 (stereo partly specified)	-13	89

cpd	KDM4C inh	Pf Dd2 inh
1	-0.1	-42
2	-2.0	4
3	1.4	-57
4	-0.3	18
5	.	1
6	-0.5	-12
7	0.2	3
8	-1.2	-62
9	2.8	-65
10	-1.5	-62
11	2.1	-9
12	0.7	17
13	0.0	-53
14	0.3	-22
15	1.7	-9

Further results follow:
cpd	canonical_smiles	C diff HTS	Tcruzi prolif
16	C[C@@H]1CN([C@@H](C)CO)C(=O)c2cc(C#CCc3ccccc3)cnc2O[C@H]1CN(C)CC1CCCC1	4	88
17	COc1ccc(C#Cc2cnc3c(c2)C(=O)N([C@@H](C)CO)C[C@H](C)[C@@H](CN(C)C(=O)CN(C)C)O3)cc1	-11	37
18	CCCN(C)C[C@H]1Oc2cc(-c3ccccc3OC)ccc2S(=O)(=O)N([C@@H](C)CO)C[C@H]1C	-5	52
19	COc1ccc2c3c([nH]c2c1)[C@@H](CO)N(C(=O)C1CCOCC1)CC31CN(Cc2nccs2)C1	22	.
20	O=C1CN(Cc2ccccc2)C[C@H]2[C@H](c3ccc(-c4ccccc4)cc3)[C@@H](CO)N12	-5	.
21	C[C@@H]1CN([C@@H](C)CO)C(=O)c2cc(NC(=O)c3ccncc3)ccc2O[C@@H](C)CCCCO[C@@H]1CN(C)C(=O)CCC(F)(F)F	0	41
22	C[C@@H]1CN([C@H](C)CO)C(=O)c2cc(NS(=O)(=O)c3cn(C)cn3)ccc2O[C@@H](C)CCCCO[C@@H]1CN(C)C(=O)CCC(F)(F)F	8	18
23	COc1ccccc1C(=O)Nc1ccc2c(c1)C(=O)N(C)[C@@H]1CC[C@@H](CC(=O)NCc3ccc(Cl)c(Cl)c3)O[C@H]1CO2	3	70
24	CCCC(=O)Nc1ccc2c(c1)OC[C@@H](C)N(Cc1cccc(F)c1)C[C@@H](C)[C@@H](OC)CN(C)C2=O	.	45
25	COc1ccc(S(=O)(=O)Nc2ccc3c(c2)C(=O)N([C@H](C)CO)C[C@@H](C)[C@H](CN(C)Cc2ccc(C(=O)O)cc2)O3)cc1	-3	1
26	CN1CCN(C(=O)C[C@@H]2CC[C@H]3[C@H](COc4ccc(NC(=O)C5CC5)cc4C(=O)N3C)O2)CC1	0	4
27	O=C(C[C@@H]1CC[C@H](NS(=O)(=O)c2ccc(F)cc2)[C@H](CO)O1)N1CCc2ccccc2C1	-3	-21
28	C[C@@H]1CCCCO[C@@H](CN(C)C(=O)c2ccccc2)[C@@H](C)CN([C@H](C)CO)C(=O)c2cc(NC(=O)C3CCCCC3)ccc2O1	3	33
29	O=C([C@@H]1[C@@H](CO)[C@@H]2Cn3c(ccc(-c4cncnc4)c3=O)[C@@H]2N1CC1CC1)N1CCCCC1	-1	2
30	C[C@@H]1CN([C@@H](C)CO)C(=O)c2cccc(NC(=O)C3CC3)c2O[C@H]1CN(C)Cc1ccc(Oc2ccccc2)cc1	13	42

cpd	KDM4C inh	Pf Dd2 inh
16	8.9	-86*
17	0.8	-64
18	0.1	-32
19	-1.0	9
20	2.0	-11
21	.	12
22	-1.5	-21
23	-0.9	-41
24	0.4	-44
25	-0.3	4
26	-1.2	8
27	-0.4	-13
28	2.1	-35
29	3.4	8
30	-2.2	-72

4 compounds picked at random from the list so far, as already listed:
cpd	canonical_smiles	C diff HTS	Tcruzi prolif
4	C[C@@H]1CN([C@H](C)CO)C(=O)CCCn2cc(nn2)CO[C@H]1CN(C)Cc1cccnc1	.	6
7	C[C@@H]1CCCCO[C@H](CN(C)S(=O)(=O)c2cn(C)cn2)[C@H](C)CN([C@@H](C)CO)C(=O)c2cc(NC(=O)NC3CCCCC3)ccc2O1	-4	25
27	O=C(C[C@@H]1CC[C@H](NS(=O)(=O)c2ccc(F)cc2)[C@H](CO)O1)N1CCc2ccccc2C1	-3	-21
18	CCCN(C)C[C@H]1Oc2cc(-c3ccccc3OC)ccc2S(=O)(=O)N([C@@H](C)CO)C[C@H]1C	-5	52

cpd	KDM4C inh	Pf Dd2 inh
4	-0.3	18
7	0.2	3
27	-0.4	-13
18	0.1	-32

Carrying on:
cpd	canonical_smiles	C diff HTS	Tcruzi prolif
31	COCC(=O)Nc1ccc2c(c1)C(=O)N(C)C[C@H](OC)[C@@H](C)CN(C(=O)Cc1cccnc1)[C@H](C)CO2	.	25
32	CO[C@H]1CC[C@H]2CCN(C)C(=O)[C@H](C)N(C)C(=O)c3cc(C#N)ccc3OC[C@@H]1O2	2	0
33	C[C@H](CO)N1C[C@H](C)[C@@H](CN(C)C(=O)Nc2ccc(C(F)(F)F)cc2)Oc2ccc(NC(=O)c3ccncc3)cc2C1=O	-12	-60
34	COc1ccc(CN(C)C[C@@H]2OCCCC[C@@H](C)Oc3ccc(NC(=O)CCC(F)(F)F)cc3C(=O)N([C@H](C)CO)C[C@H]2C)cc1	3	11
35	COc1ccc(S(=O)(=O)Nc2ccc3c(c2)C(=O)N([C@H](C)CO)C[C@H](C)[C@@H](CN(C)S(=O)(=O)c2ccc(Cl)cc2)OCCCC[C@H](C)O3)cc1	5	93
36	CCC(=O)N1CC2(C1)[C@H](c1ccc(-c3ccc(C)cc3)cc1)[C@@H](CO)N2S(=O)(=O)CC	-2	.
37	C[C@H]1CN([C@@H](C)CO)C(=O)c2cccc(NS(=O)(=O)c3ccc(F)cc3)c2O[C@@H]1CN(C)S(=O)(=O)c1cccs1	-7	10
38	CN(C)C(=O)C[C@H]1CC[C@@H]2[C@@H](COc3ccc(NC(=O)C4CCOCC4)cc3C(=O)N2C)O1	-3	-43
39	CCCNC(=O)Nc1ccc2c(c1)OC[C@H](C)N(CCC)C[C@@H](C)[C@H](OC)CN(C)C2=O	.	8
40	CC(C)NC(=O)N(C)C[C@H]1OCc2ccccc2-c2c(n(C)c3ccccc23)C(=O)N([C@H](C)CO)C[C@@H]1C	.	-18
41	CCNC(=O)[C@@H]1[C@@H](CO)[C@@H]2Cn3c(ccc(-c4ccc(OC)cc4)c3=O)[C@H]1N2S(C)(=O)=O	-1	-8
42	CC(C)NC(=O)N(C)C[C@H]1OCCCC[C@H](C)Oc2ccc(NC(=O)Nc3ccc(F)cc3)cc2C(=O)N([C@@H](C)CO)C[C@H]1C	9	-13
43	Cc1ccc(S(=O)(=O)Nc2ccc3c(c2)C(=O)N([C@@H](C)CO)C[C@@H](C)[C@H](CN(C)S(=O)(=O)c2ccccc2)O3)cc1	0	15
44	O=S(=O)(N[C@H]1CC[C@@H](CCn2cc(-c3ccccn3)nn2)O[C@H]1CO)c1cccc(Cl)c1	.	12
45	CCCC(=O)Nc1ccc2c(c1)C(=O)N(C)C[C@@H](OC)[C@@H](C)CN(Cc1ccccc1F)[C@H](C)CO2	0	65

cpd	KDM4C inh	Pf Dd2 inh
31	1.1	31
32	0.0	.
33	-0.1	12
34	0.3	-51
35	-1.7	-64
36	0.7	1
37	-1.6	21
38	-1.1	-4
39	-0.1	-12
40	-0.1	33
41	-2.3	6
42	-0.7	-24
43	-1.6	3
44	1.8	-14
45	0.7	-26

Next records:
cpd	canonical_smiles	C diff HTS	Tcruzi prolif
46	C[C@@H]1CN([C@H](C)CO)C(=O)c2cc(C3=CCCC3)cnc2O[C@@H]1CN(C)C(=O)Nc1ccc(C(F)(F)F)cc1	21	111*
47	CC(C)C#Cc1ccc2c(c1)O[C@H](CN(C)C(=O)c1ccccc1)[C@H](C)CN([C@@H](C)CO)S2(=O)=O	36	98
48	CC(=O)N1CC2(C1)[C@H](c1ccc(-c3ccc(C#N)cc3)cc1)[C@H](CO)N2CCC(F)(F)F	0	.
49	CCC(=O)N(C)C[C@@H]1Oc2ncc(Br)cc2C(=O)N([C@H](C)CO)C[C@@H]1C	2	.
50	O=S(=O)(c1ccccc1F)N1CCCCN2[C@H](C1)[C@H](c1ccc(-c3ccccc3)cc1)[C@@H]2CO	8	64
51	C[C@H](CO)N1C[C@H](C)[C@H](CN(C)C(=O)c2ccccc2)OCCCC[C@H](C)Oc2ccc(NC(=O)CCC(F)(F)F)cc2C1=O	-6	17
52	COCC(=O)N1CC[C@@H]2[C@@H](CO)N(C)c3ccc(-c4cccc(F)c4)cc3[C@@H]21	4	?
53	Cc1noc(C)c1S(=O)(=O)N(C)C[C@@H]1OCc2ccccc2-c2c(n(C)c3ccccc23)C(=O)N([C@@H](C)CO)C[C@@H]1C	2	8
54	CC(C)NC(=O)N(C)C[C@H]1Oc2ncc(C#Cc3ccc(F)cc3)cc2C(=O)N([C@@H](C)CO)C[C@H]1C	1	5
55	CC(C)NC(=O)N(C)C[C@H]1Oc2ncc(C3=CCCCC3)cc2C(=O)N([C@@H](C)CO)C[C@@H]1C	1	-30
56	COc1ccc(S(=O)(=O)Nc2cccc3c2O[C@@H](CN(C)Cc2ccncc2)[C@H](C)CN([C@@H](C)CO)C3=O)cc1	4&0	.
57	C[C@H](CO)N1C[C@H](C)[C@@H](CN(C)C(=O)CN(C)C)Oc2ncc(/C=C/c3ccccc3)cc2C1=O	-3	.
58	C[C@H](CO)N1C[C@H](C)[C@H](CN(C)S(=O)(=O)c2cn(C)cn2)Oc2cc(C3=CCCC3)ccc2S1(=O)=O	0	-112
59	CO[C@@H](CN(C)Cc1ccc2c(c1)OCO2)[C@@H](C)CN(C(=O)c1ccccc1)[C@H](C)CO	.	17
60	C[C@@H]1CN([C@H](C)CO)C(=O)Cc2cc(NC(=O)CCCCCC(=O)Nc3ccccc3N)ccc2O[C@@H]1CN(C)C(=O)Nc1ccc(C(F)(F)F)cc1	-3	17
61	C[C@H](CO)N1C[C@H](C)[C@H](CN(C)S(=O)(=O)c2cccc(F)c2)OCc2cn(nn2)CCCC1=O	.	-2
62	N#Cc1cccc(-c2ccc3c(c2)[C@H]2[C@H](CCN2C(=O)c2ccncc2)[C@H](CO)N3)c1	-10	118*

cpd	KDM4C inh	Pf Dd2 inh
46	-0.5	-4
47	-0.7	-36
48	0.8	-52
49	7.1	15
50	0.9	-15
51	8.5	17
52	1.9	18
53	-0.9	-44
54	5.4	4
55	1.4	3
56	-1.5	-2
57	0.6	-27
58	-0.6	-2
59	-0.8	-28
60	0.0	-38
61	0.0	7
62	0.5	-80*

Assay outcomes deposited in PubChem BioAssay by Broad Institute.
